Screens: PubChem, National Center for Advancing Translational Sciences (NCATS)
Nrf2 ARE act = activates Nrf2 signaling; AREc32 ARE-luciferase reporter (MCF7-derived line), luminescence, 24 h; Potency, µM (titrated, usually from 46.1 µM), inactives show top-dose activation, hits mostly activators; actives 0.31% (n = 410,000); AID 624171; also: % of control where 0% means no effect; nearly all actives have a fitted effect of over 65% in size
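Reporter line AREc32 (ARE-Fluc), seeded overnight in OPTI-MEM with 5% FBS; compound pin-transferred, 24 hr at 37 deg C, 5% CO2; luminescent read-out.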
A549 tox = A549 cytotoxicity, counter-screen for Nrf2 inhibitors; A549 ARE-Fluc cells, CellTiter-Fluor viability, 18-24 h; Potency, µM (titrated, usually from 46 µM), without a hit: top-dose activity change, negative = cytotoxicity, actives largely listed as inhibitors; actives 0.16% (n = 390,000); also: % is scaled to controls: 0 for no effect and ±100 for the full control effect
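A549 ARE_Fluc cells in 5% FBS OPTI-MEM were exposed to compounds in concentration-response for 18-24 h at 37 deg C. Viability was read by CellTiter-Fluor fluorescence (Ex 405/Em 525) after 30 min, before the luciferase read.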
S2 tox = reduces viability in counter-screen for ATXN expression inhibitors; S2 cells (HEK-293 line with an ATXN2-luciferase reporter) viability, CellTiter-Fluor protease fluorescence, 24 h; Potency, µM (titrated, usually from 56.7 µM), hits mostly cytotoxic; actives 0.49% (n = 400,000); also: nearly all actives have a fitted effect of over 40% in size
MCF10A rerep = DNA re-replication induction in MCF 10a cells; MCF 10A DNA re-replication, Hoechst nuclear intensity, 48 h; Potency, µM (series often up to 46.1 µM), for the others: at the top dose activity, positive = re-replication, actives largely listed as activators; actives 2.9% (n = 350,000); also: % of control where 0% means no effect; nearly all actives have a fitted effect of over 50% in size
HepG2 viability = counter-screen for TGF-b inhibitors: cytotoxicity in HepG2 cells; HepG2 CAGA-GFP viability, ATP luminescence, 18 h; Potency, µM (doses to about 46.1 µM), for the others: at the highest dose activity change, negative = cytotoxicity, actives largely listed as cytotoxic; actives 0.76% (n = 410,000); also: some results filed as inactive show a strong effect at the top dose
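HepG2 CAGA-GFP cells (1000/well, DMEM with 1% FBS) received compound, then TGF-beta at 500 pg/mL final, and were incubated 18 hours at 37 degrees C. Viability was read by CellTiter-Glo luminescence. Media-only wells were set as complete cell-killing and DMSO as no toxicity.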
EPAC2 antagonist = blocks human EPAC2 exchange factor | Q8WZA2 | EPAC2 GEF exchange of Rap1B-BODIPY-GDP, fluorescence | Potency, µM (doses to about 114 µM), for the others: top-dose activity, negative = inhibition, usual class: inhibitors | actives 0.18% (n = 360,000) | AID 720708; also: % is scaled to controls: 0 for no effect and ±100 for the full control effect; nearly all actives have a fitted effect of over 45% in size; many of its hits are not listed in these tables
Target sequence (Q8WZA2 whole entry, looked up): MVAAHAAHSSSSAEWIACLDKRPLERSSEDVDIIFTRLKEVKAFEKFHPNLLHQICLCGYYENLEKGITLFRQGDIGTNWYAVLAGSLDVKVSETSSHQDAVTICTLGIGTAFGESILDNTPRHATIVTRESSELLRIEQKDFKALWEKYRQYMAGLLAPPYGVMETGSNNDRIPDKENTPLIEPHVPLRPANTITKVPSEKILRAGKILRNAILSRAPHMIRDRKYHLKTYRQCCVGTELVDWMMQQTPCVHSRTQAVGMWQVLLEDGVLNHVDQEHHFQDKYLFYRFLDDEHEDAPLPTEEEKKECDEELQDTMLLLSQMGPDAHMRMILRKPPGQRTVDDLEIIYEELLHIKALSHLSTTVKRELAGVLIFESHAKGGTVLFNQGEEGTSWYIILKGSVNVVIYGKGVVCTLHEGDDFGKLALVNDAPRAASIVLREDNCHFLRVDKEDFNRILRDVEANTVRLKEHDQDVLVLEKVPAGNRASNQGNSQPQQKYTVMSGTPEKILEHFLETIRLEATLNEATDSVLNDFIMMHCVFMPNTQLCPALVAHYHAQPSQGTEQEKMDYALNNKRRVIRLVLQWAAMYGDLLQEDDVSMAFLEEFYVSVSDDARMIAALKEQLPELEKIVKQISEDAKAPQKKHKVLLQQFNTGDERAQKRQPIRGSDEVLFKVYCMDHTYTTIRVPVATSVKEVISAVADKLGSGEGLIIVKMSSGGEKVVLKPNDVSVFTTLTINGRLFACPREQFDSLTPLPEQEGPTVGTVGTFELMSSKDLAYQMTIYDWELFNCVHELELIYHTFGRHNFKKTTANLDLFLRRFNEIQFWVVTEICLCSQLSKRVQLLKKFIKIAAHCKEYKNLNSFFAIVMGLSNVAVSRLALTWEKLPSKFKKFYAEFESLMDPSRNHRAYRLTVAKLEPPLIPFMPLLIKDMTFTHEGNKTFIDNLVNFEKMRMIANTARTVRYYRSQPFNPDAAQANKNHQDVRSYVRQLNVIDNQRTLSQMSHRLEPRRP
ATXN2 expr inh = inhibitors of ATXN2 expression. HEK-293 ATXN2-luciferase reporter, luminescence, 24 h. Potency, µM (series often up to 57 µM), for the others: at the highest dose activity change, negative = inhibition, most hits filed as inhibitors. actives 0.72% (n = 360,000). AID 1745845; also: % is scaled to controls: 0 for no effect and ±100 for the full control effect; nearly all actives have a fitted effect of over 55% in size
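qHTS (up to 57 uM final) was run with 24 h compound exposure of reporter cells at 37 °C. Each well was multiplexed: SteadyGlo luminescence measured ATXN2-luciferase expression after a fluorogenic Gly-Phe-AFC viability readout (25 uM final).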
Nrf2 inh = inhibitors of Nrf2 signaling; A549 ARE-Fluc reporter, luciferase luminescence, 18-24 h; Potency, µM (series often up to 46 µM), for inactives: at the top dose activity change, negative = inhibition, hits mostly inhibitors; actives 2.1% (n = 360,000); also: % is scaled to controls: 0 for no effect and ±100 for the full control effect; nearly all actives have a fitted effect of over 60% in size
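A549 ARE_Fluc cells (5000/well, 5% FBS OPTI-MEM) pre-incubated 2 h, then treated with compounds 18-24 h at 37C/5% CO2 in concentration-response. CellTiter-Fluor viability read first; BugLite luciferase luminescence after 15 min at room temperature gives Nrf2 activity.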
TGFb inhibitor = inhibitors of TGF-b signaling; HepG2 CAGA-GFP TGF-b/SMAD3 reporter, GFP fluorescence, 18 h; TGF-beta stimulated, 500 pg/mL final; Potency, µM (top dose mostly 46.1 µM), for inactives: at the highest dose activity, negative = inhibition, hits mostly inhibitors; actives 1.2% (n = 410,000); AID 588855; also: % is scaled to controls: 0 for no effect and ±100 for the full control effect; nearly all actives have a fitted effect of over 65% in size
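First, reporter cells (HEPG2 CAGA-GFP) rested 2 h at 37 degrees C. Next, compounds were pinned in and TGF-beta added to 500 pg/mL final. After 18 h, GFP was imaged per cell and summed per well.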
An asterisk follows results filed as active; i = inactive; ? = inconclusive; · = not tested or not shown; [ ] = remark or other dose. Calls follow the shape of the dose curve; as a rule, active = well fitted curve in the direction sought with a large enough effect; inconclusive = small, poorly fitted or top-dose-only effect, or another doubt; inactive = no such curve, though single readings can be large; an effect the other way counts as inactive or inconclusive. Potency is read from the fitted curve at half-maximal effect.

Screens in order: Nrf2 ARE act	A549 tox	S2 tox	MCF10A rerep	HepG2 viability	EPAC2 antagonist	ATXN2 expr inh	Nrf2 inh	TGFb inhibitor
CC1CC(C)CN(S(=O)(=O)c2cc3c4c(c2)C(C)C(=O)N4CCC3)C1 (configuration not stated)
  -2.1%	0%	i	-2%	10%	2%	-3%	-7%	-1%
COCCOC(=O)c1[nH]c2c(c1C)C(=O)CC(c1ccc(OC)c(OC)c1)C2 (configuration not stated)
  -0.2%	-3%	i	8%	-23%	-9%	-23%	-19%	-4%
CCNc1nc(NC(C)C)nc(N(C#N)CCOc2ccc(Cl)cc2Cl)n1
  3.8%	·	i	?	-42%	-10%	-3%	9.2µM*	?
COc1ccc(CN(CC(=O)NCc2ccccc2)C(=O)CCC(=O)Nc2ccccn2)cc1
  0.2%	2%	i	1%	-2%	4%	-10%	-1%	-13%
O=C(Nc1ccc2nn(-c3ccccc3)nc2c1)c1ccc(-c2cccc(Cl)c2)o1
  5.7%	-9%	?	·	-28%	·	-3%	-14%	-6%
Cc1ccc(-n2ncc3c(=O)n(CC(N)=O)cnc32)cc1
  0.9%	-3%	i	5%	-11%	-15%	·	4%	-3%
COc1cc(OC)c(OC)cc1CNCc1ccco1
  -0.6%	-1%	i	-28%	-11%	17%	-12%	-15%	?
CCc1ccc(CNC(=O)C2CCN(S(=O)(=O)N3CCC4(CC3)OCCO4)CC2)cc1
  -0.5%	1%	i	1%	-9%	0%	·	10%	3%
COc1ccc(NC(=O)Nc2ccc3c(c2)C(=O)N([C@H](C)CO)C[C@H](C)[C@@H](CN(C)C(=O)Nc2ccc(OC)cc2)O3)cc1
  0.0%	-2%	i	?	1%	-11%	6%	10%	3%
C/C(=N\OCC(=O)Nc1ccccc1C(=O)O)c1cccs1
  -0.8%	0%	·	5%	-6%	5%	·	6%	-15%

(continued)
Screens in order: Nrf2 ARE act	A549 tox	S2 tox	MCF10A rerep	HepG2 viability	EPAC2 antagonist	ATXN2 expr inh	Nrf2 inh	TGFb inhibitor
CCOC(=O)N1CCC(N2CC34C=CC(O3)C(C(=O)Nc3ccc(OCC)cc3)C4C2=O)CC1 (configuration not stated)
  -0.5%	14%	i	2%	-17%	7%	-8%	?	3%
Cc1noc(C)c1COc1ccccc1C(=O)NCCc1ccccc1
  1.7%	-7%	i	5%	-11%	-10%	7%	-18%	-12%
N=c1sccn1CC(=O)Nc1ccc2c(c1)CCC2
  0.5%	-15%	i	0%	-35%	6%	-6%	2%	0%
COc1ccc(CNC(=O)COC(=O)Cc2ccc(Br)cc2)cc1
  4.0%	13%	i	-3%	-2%	-14%	4%	3%	12%
CCCCOC(=O)c1cc(=O)[nH]c2ccc(C)cc12
  -0.7%[9.22 µM]	-2%	i	-6%	1%	-3%	1%	2%	-2%
COc1ccc(-n2nc(C(=O)NCC(=O)Nc3cc(OC)c(OC)c(OC)c3)c3ccccc3c2=O)cc1Cl
  -0.8%	?	i	23µM*	-18%	12%	-11%	-13%	-5%
CC(C)(C)c1ccc(S(=O)(=O)NC(=O)C2(C)CCN2C(=O)C2(c3ccccc3)CC2)cc1 (configuration not stated)
  0.7%	·	i	·	-2%	0%	5%	·	-8%
COc1ccc(NCC(=O)Nc2ccc(C#N)cc2)cc1Cl
  -0.1%	·	i	2%	-21%	-2%	-7%	-34%	10%
COc1ccc(CCNC(=O)CC(=O)N/N=C/c2ccc(Br)cc2)cc1OC
  1.9%	14%	i	?	-43%	-2%	238%[activator]	?	-19%
CCOC(=O)c1sc2nc3n(c(=O)c2c1C)CCC(C)CC3 (configuration not stated)
  -0.2%	-8%	i	0%	-45%	-13%	69%[activator]	7%	0%

Next part:
Screens in order: Nrf2 ARE act	A549 tox	S2 tox	MCF10A rerep	HepG2 viability	EPAC2 antagonist	ATXN2 expr inh	Nrf2 inh	TGFb inhibitor
CCOc1ccc(OCCC(=O)N(CCC2=CCCCC2)c2c(N)n(Cc3ccccc3)c(=O)[nH]c2=O)cc1
  0.4%	-6%	i	8%	-59%	-5%	-8%	-20%	0%
CC(=O)n1cc(C2C(=O)CC(C)(C)CC2=O)c2ccccc21
  0.4%	-15%	i	4%	-20%	0%	-6%	-7%	-4%
C/C(=N\NC(=O)Cn1cc([N+](=O)[O-])cn1)c1ccc(O)cc1
  -0.5%	-3%	i	-1%	0%	0%	·	-3%	-14%
O=C1CCC(C(=O)OCc2cc(=O)oc3ccc4ccccc4c23)=NN1
  1.9%	5%	i	-2%	-19%	24%	-8%	-11%	-5%
Cc1csc(N2CCCC2c2nc3cc(C(F)(F)F)ccc3n2CCOCCO)n1 (configuration not stated)
  0.1%	14%	i	-11%	0%	-11%	-11%	?	3%
CCOC(=O)c1ccc(NS(=O)(=O)c2ccc(SC)cc2)cc1
  -0.2%	?	i	23µM*	-20%	-12%	-2%	23µM*	?
O=C(NCc1ccccc1F)C(=O)NCC1CCCN1S(=O)(=O)c1ccccc1 (configuration not stated)
  0.4%	10%	i	2%	-3%	1%	3%	5%	0%
COc1ccc(NC2c3ccccc3C(=O)N2c2cccnc2)cc1Cl (configuration not stated)
  -0.6%	2%	i	6%	-28%	-2%	10%	13%	-11%
COc1ccc(-c2ccc(-c3nnn(CC(C)=O)n3)cc2)cc1
  3.5%	?	i	5%	-4%	3%	36%[activator]	?	?
Cc1ccc(NC(=O)CN2CCC(C(N)=O)CC2)cc1[N+](=O)[O-]
  2.5%	0%	i	-5%	-1%	6%	-18%	10%	3%

Of the compounds above, these contain an NH in an aromatic ring:
Screens in order: Nrf2 ARE act	A549 tox	S2 tox	MCF10A rerep	HepG2 viability	EPAC2 antagonist	ATXN2 expr inh	Nrf2 inh	TGFb inhibitor
COCCOC(=O)c1[nH]c2c(c1C)C(=O)CC(c1ccc(OC)c(OC)c1)C2 (configuration not stated)
  -0.2%	-3%	i	8%	-23%	-9%	-23%	-19%	-4%
CCCCOC(=O)c1cc(=O)[nH]c2ccc(C)cc12
  -0.7%[9.22 µM]	-2%	i	-6%	1%	-3%	1%	2%	-2%
CCOc1ccc(OCCC(=O)N(CCC2=CCCCC2)c2c(N)n(Cc3ccccc3)c(=O)[nH]c2=O)cc1
  0.4%	-6%	i	8%	-59%	-5%	-8%	-20%	0%

Next part.
Screens in order: Nrf2 ARE act	A549 tox	S2 tox	MCF10A rerep	HepG2 viability	EPAC2 antagonist	ATXN2 expr inh	Nrf2 inh	TGFb inhibitor
CCOC(=O)C1=C[C@@H](c2ccccc2)N(S(=O)(=O)c2ccc(C)cc2)[C@H]1c1cccc(Cl)c1
  -0.2%	·	i	·	-17%	-10%	-12%	·	-21%
CN1OC[C@@H]2CN(C(=O)CCc3ccccc3)[C@H](c3ccccc3Br)C[C@@H]21
  -1.1%	·	?	·	1%	22%	9%	·	-9%
Cc1ccccc1NC(=O)C(C)Sc1nnc(CN2CCCC2)n1Cc1ccccc1 (configuration not stated)
  -0.4%	·	i	·	-6%	8%	·	·	1%
O=C(NCc1ccc2c(c1)OCO2)c1nn2cccnc2c1Cl
  0.2%	-10%	i	2%	1%	5%	2%	·	12%
COc1ccc(/C=N/OCC(=O)N2CC3(C)CC2CC(C)(C)C3)cc1 (configuration not stated)
  0.1%	6%	i	2%	-12%	-1%	-9%	-15%	-10%
NC1=NS(=O)(=O)NC1c1cccc(F)c1 (configuration not stated)
  -0.9%	-4%	i	-2%	-3%	1%	6%	24%	-4%
CCc1ccc(/C=C2/C(=O)NC(=O)N2C(C)=O)cc1
  7.7%	4%	i	10%	-22%	-26%	1%	10%	-1%
Nc1nc2n(n1)C(c1ccccc1Cl)CC(c1ccc(F)cc1)N2 (configuration not stated)
  3.5%	2%	i	0%	-23%	-1%	-1%	3%	-16%
Cc1cc(=O)n2nc(N3CCCC(C(=O)NCc4ccco4)C3)sc2n1 (configuration not stated)
  -0.4%	-2%	i	-2%	1%	1%	1%	10%	-3%
CN(c1ccc(C(=O)NCCC2=CCCCC2)cc1)S(C)(=O)=O
  -0.1%	2%	i	3%	0%	2%	15%	?	-17%

(cont.)
Screens in order: Nrf2 ARE act	A549 tox	S2 tox	MCF10A rerep	HepG2 viability	EPAC2 antagonist	ATXN2 expr inh	Nrf2 inh	TGFb inhibitor
COc1ccc(C(=O)c2[nH]c(N)c(C(=O)NCCc3c[nH]c4ccccc34)c2-c2ccc(Cl)c(F)c2)cc1
  0.1%	·	?	·	·	-14%	?	·	·
COc1cccc(NC(=O)Cn2nnc(-c3nc(-c4ccccc4)no3)c2N)c1
  7.3%	1%	·	·	-27%	·	·	·	?
CS(=O)(=O)N(Cc1ccccc1)c1ccc(C(=O)Nc2ccc3c(c2)OCO3)cc1
  2.7%	-13%	i	4%	-28%	-9%	-4%	11%	-14%
COCCCNC(=O)c1ccc2c(c1)CCN2S(C)(=O)=O
  -0.7%	?	i	0%	-13%	1%	-2%	5%	2%
COc1ccccc1NS(=O)(=O)c1cc(NC(=O)c2cc(F)c(F)c(F)c2F)ccc1N1CCOCC1
  0.3%	-2%	?	?	2%	-6%	-10%	-13%	23%
Cc1ccc(C(=O)N2CC(C)OC(C)C2)cc1S(=O)(=O)N1CCCCC1 (configuration not stated)
  -0.3%	-5%	i	-5%	14%	7%	-3%	-16%	6%
CCCc1cc(C(=O)Cc2ccc(F)cc2)c(O)cc1O
  1.9%	0%	?	?	-93%	-19%	-16%	-17%	?
COc1ccccc1N1CCN(CCN(C(=O)c2ccc(F)cc2)c2ccccn2)CC1
  -0.9%	-4%	i	9%	-36%	-1%	-16%	-14%	8%
Cn1c(=O)c2c(nc(Oc3ccccc3Br)n2C)n(C)c1=O
  -0.3%	1%	i	7%	1%	-15%	14%	-12%	6%
COc1ccc(-n2nc(C(=O)NCC(=O)N3CCN(c4ccccc4OC)CC3)c3ccccc3c2=O)c(OC)c1
  -0.5%	1%	i	?	-11%	-2%	44%[activator]	12%	11%
COc1cccc(-n2c(C)nnc2SCC#N)c1
  2.0%	-8%	i	-6%	-22%	9%	3%	5%	-1%
CC(C)OC(=O)c1ccc(NC(=O)c2cccc(-n3cnnn3)c2)cc1
  5.2%	-5%	i	5%	-26%	-7%	·	?	13%
CCOc1ccc(-c2nnc(N3CCOCC3)c3ccccc23)cc1
  -0.4%	4%	i	-2%	-4%	-6%	3%	-45%	-21%

This is a subset; count on the stated rates, not on these rows.
